# CCR6 antag – CCR6 receptor antagonists, primary screen, cell-based, CHO-K1, luminescence, beta-arrestin, uHTS; inhibition, % at 20 µM; C-C chemokine receptor type 6 (Homo sapiens), P51684; hit rate 0.49% among 340,000; CHO-K1 CCR6 PathHunter beta-arrestin, CCL20-stimulated;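 active = compounds whose inhibition of the agonist-driven luminescence signal at 20 µM reaches about 50%, limit read from the data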;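 note: cells stimulated with CCL20 at 14 nM final; plate controls were DMSO with CCL20 for no effect and DMSO without agonist for full effect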
# Jurkat NFkB inh – inhibitors of induced NF-kB luciferase reporter, primary screen, TCR NF-kB activation inhibitor project, cell-based, luminescence, uHTS | hit rate 0.53% among 330,000 | Jurkat, PMA/ionomycin-induced NF-kB luciferase reporter | inhibition, % at 4 µM
# SENP8 inh – SENP8 protease inhibitors, primary screen, biochemical, luminescence; inhibition, % at 10 µM; hit rate 1.2% among 330,000; purified SENP8, Z-RLRGG-aminoluciferin cleavage; Sentrin-specific protease 8 (Homo sapiens), Q96LD8
# Gli-Sufu antag – Gli-Sufu pathway antagonists, primary screen, luciferase luminescence, Sufu-KO-LIGHT cells, uHTS. Sufu-KO-LIGHT fibroblasts, Gli luciferase reporter luminescence. inhibition, % at 5 µM. hit rate 0.74% among 340,000. AID 588413, 2011;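 active = inhibition above about 55%, limit read from the data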;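 note: 0% = DMSO-treated cells and 100% = wells with medium but no cells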
# Apaf1 inhib – inhibitors of human Apaf-1 apoptosome, primary screen, biochemical, DEVD-Rh110 fluorescence, uHTS; Apoptotic protease-activating factor 1 (Homo sapiens), O14727; reconstituted apoptosome caspase-3 activity; inhibition, % at 20 µM; hit rate 0.71% among 330,000; AID 489030, 2010; active = inhibition of at least 40% at 20 µM;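 note: plate controls were DMSO wells for no effect and DEVD-CHO caspase inhibitor wells for full effect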
# Target sequence (O14727 whole entry, looked up): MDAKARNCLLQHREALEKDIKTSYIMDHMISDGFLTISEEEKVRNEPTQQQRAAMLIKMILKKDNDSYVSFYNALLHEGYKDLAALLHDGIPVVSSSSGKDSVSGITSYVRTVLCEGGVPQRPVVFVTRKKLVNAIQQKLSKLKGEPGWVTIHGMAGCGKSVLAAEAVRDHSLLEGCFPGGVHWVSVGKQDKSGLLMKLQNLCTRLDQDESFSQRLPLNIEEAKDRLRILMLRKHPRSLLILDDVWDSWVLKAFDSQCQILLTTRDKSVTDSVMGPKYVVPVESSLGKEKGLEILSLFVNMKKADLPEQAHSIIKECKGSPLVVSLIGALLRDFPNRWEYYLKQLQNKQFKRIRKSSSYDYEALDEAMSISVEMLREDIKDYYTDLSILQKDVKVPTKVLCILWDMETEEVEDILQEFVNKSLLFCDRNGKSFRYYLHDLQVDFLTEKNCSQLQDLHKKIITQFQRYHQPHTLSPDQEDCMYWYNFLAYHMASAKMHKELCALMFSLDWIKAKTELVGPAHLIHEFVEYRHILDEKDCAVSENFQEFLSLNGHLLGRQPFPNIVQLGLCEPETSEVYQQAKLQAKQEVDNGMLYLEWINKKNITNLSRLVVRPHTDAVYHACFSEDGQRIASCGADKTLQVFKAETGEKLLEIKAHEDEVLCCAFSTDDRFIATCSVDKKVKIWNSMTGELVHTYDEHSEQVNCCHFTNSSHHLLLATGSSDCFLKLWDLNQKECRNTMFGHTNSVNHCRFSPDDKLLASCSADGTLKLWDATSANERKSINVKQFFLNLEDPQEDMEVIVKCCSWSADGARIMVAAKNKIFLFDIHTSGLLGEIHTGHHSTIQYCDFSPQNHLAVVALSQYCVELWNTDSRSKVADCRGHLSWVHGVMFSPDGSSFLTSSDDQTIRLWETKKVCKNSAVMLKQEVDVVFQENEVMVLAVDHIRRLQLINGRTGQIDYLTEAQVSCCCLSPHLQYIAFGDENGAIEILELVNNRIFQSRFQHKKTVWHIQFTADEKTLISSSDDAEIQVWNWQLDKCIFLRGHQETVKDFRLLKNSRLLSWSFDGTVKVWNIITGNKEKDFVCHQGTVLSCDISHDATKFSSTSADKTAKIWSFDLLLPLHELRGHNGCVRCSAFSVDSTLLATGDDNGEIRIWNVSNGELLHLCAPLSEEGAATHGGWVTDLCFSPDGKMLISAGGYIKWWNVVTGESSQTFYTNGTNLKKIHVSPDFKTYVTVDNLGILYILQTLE
#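 detection = Rh110 fluorescence intensity | test system = biochemical Apaf-1 apoptosome reconstitution | also added = cytochrome c and DEVD-Rh110 substrate | schedule = 30 min plus 50 min, RT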
# 697 NFkB inh – inhibitors of PMA/ionomycin-induced NF-kB reporter, 697 cells, primary screen, B-cell NF-kB inhibitor project, cell-based, luminescence, uHTS; inhibition, % at 4 µM; AID 435022, 2010; hit rate 0.33% among 330,000; 697 B-cell NF-kB luciferase reporter, 16 h; in the data active = inhibition above about 35%
# EBI2 antag – EBI2 receptor antagonists, beta-arrestin recruitment, primary screen, cell-based, luminescence, 7a,25-OHC stimulation, uHTS. hit rate 0.81% among 360,000. inhibition, % at 5 µM. 7a,25-OHC stimulated. AID 651636, 2012. G-protein coupled receptor 183 (Homo sapiens), P32249; in the data active = inhibition above about 38%;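 note: enzyme fragment complementation signal reports receptor beta-arrestin coupling in cells; 0% = agonist plus DMSO wells and 100% = wells without agonist; some results beyond the cut were filed as inactive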
# UBC13 inh – UBC13 polyubiquitin chain formation inhibitors, primary screen, biochemical, TR-FRET, uHTS; AID 485273, 2010; hit rate 0.47% among 330,000; inhibition, % at 20 µM; Ubiquitin-conjugating enzyme E2 N (Homo sapiens), P61088; in the data active = inhibition above about 45%, passing the limit was not always enough
# An asterisk follows results filed as active; · = no result given. Cut-off read from the data, not from the text of the source, unless noted: active = inhibition above about 50%; inactive = the rest. These rows are one share of the data. The share of hits here may be higher or lower than overall.
molecule	Gli-Sufu antag	697 NFkB inh	Jurkat NFkB inh	SENP8 inh	UBC13 inh	Apaf1 inhib	CCR6 antag	EBI2 antag
O=C(NN1C(=O)C2C3CCC(O3)C2C1=O)c1ccc(Br)o1 (stereo unspecified)	1	-18	0	4	-6	-3	4	-20
Cc1ccc(NC(=O)CN(C)CC(=O)Nc2ccc(N3CCOCC3)cc2)c(C)c1	-9	6	4	8	3	8	-5	-22
CC1CCCN(C(=O)c2cc(N3C(=O)C4C5CCC(C5)C4C3=O)ccc2Cl)C1 (stereo unspecified)	·	11	5	-6	-8	1	·	·
O=C(Nc1nc(-c2ccc(-c3ccccc3)cc2)cs1)c1cnccn1	12	-6	0	0	-21	-10	13	4
COc1ccc(/C=C/CN2CCN(CC(C)C)C(CCO)C2)cc1 (stereo unspecified)	23	6	-11	5	2	5	12	11
O=C(Nc1nnc(C2CC2)s1)c1cc2ccccc2o1	-72	-98	-56	0	-1	10	10	1
CCOC(=O)C1=C(C)NC(=O)NC1c1ccc(OC)c(Cl)c1 (stereo unspecified)	5	3	4	-8	-16	6	-1	-4
CCCCN(C(=O)C(C)Oc1ccc(Br)cc1)c1c(N)n(CC(C)C)c(=O)[nH]c1=O (stereo unspecified)	-7	-6	-9	-17	-3	16	6	9
O=CN1CCN(C(=S)Nc2ccc(OC(F)F)cc2)CC1	-5	6	9	-1	0	-16	6	24
CCC(=O)c1ccc(OCC(=O)Nc2ccccc2C(=O)N2CCCCC2)cc1	26	-49	2	10	-5	10	-1	-2
COC(=O)C(C)Oc1ccc(Cl)c(CN2OCC(C)(C)C2=O)c1 (stereo unspecified)	4	12	2	3	2	-20	2	-3
Cc1nn(Cc2ccc(F)cc2)c(C)c1NC(=O)c1cnn2c1NC(c1ccccc1)CC2C(F)(F)F (stereo unspecified)	-1	19	31	2	16	-1	-9	0
O=[N+]([O-])c1ccc(O)c(/C=N/n2c(CO)nc3ccccc32)c1	2	20	12	-7	-23	2	18	9
CCCCSc1nnc(-c2ccccc2NC(C)=O)c(=O)[nH]1	-3	11	-8	-4	-11	3	3	-7
O=C(CN1C(=O)S/C(=C/c2cccn2-c2ccc(O)cc2)C1=O)N1CCCC1	-10	10	9	-3	2	14	17	3
N#Cc1cccc(C#N)c1Oc1ccc(S(=O)(=O)Nc2ccccc2)cc1	-16	12	8	6	10	-2	10	2
CCCOc1ccc(C2C3=C(CCCC3=O)N(CC(=O)O)C3=C2C(=O)CCC3)cc1OCC	0	4	13	5	3	-1	5	0
CC1CCN(CCCn2c(=S)[nH]c3ccccc3c2=O)CC1	10	10	-7	3	3	-2	-2	-1
OCCNc1ccc(Cl)cc1	4	2	9	-6	4	-6	-17	6
Nc1ccccc1SCC(=O)Nc1cccc2ccccc12	-8	-6	-14	2	0	7	0	-11
Cc1ccsc1C(=O)NNC(=O)CCN1CCN(c2ccccc2)CC1	-7	4	11	-20	-2	13	13	-7
COc1cccc(CN2CCNC(=O)C2CC(=O)NCCn2cccn2)c1OC (stereo unspecified)	16	-22	0	-2	2	5	-4	-7
Cc1nnc(NC(=O)c2cc3n(n2)C(C(F)(F)F)CC(C2CC2)N3)s1 (stereo unspecified)	2	7	1	1	-6	1	-11	1
O=C(CN(c1ccccc1)S(=O)(=O)c1ccccc1)NCCSc1ccccn1	-2	9	-4	-1	4	13	14	19
CC(=O)c1cccc(NC(=O)N2CCC(c3ccc(C)cc3)C2)c1 (stereo unspecified)	10	-11	-32	3	-22	8	13	11
Cc1nn(Cc2ccccc2)c(C)c1NC(=O)c1ccc([N+](=O)[O-])cc1[N+](=O)[O-]	-4	21	2	5	-4	6	-9	-21
Cc1ccc(SCc2ccc(C(=O)N3CCCCC3)cc2)cc1	-31	-3	-7	-5	8	13	0	9
CCOC(=O)C1=CN(Cc2cccc(Br)c2)S(=O)(=O)NC1C (stereo unspecified)	4	-12	·	·	·	15	19	3
CC(C)Cn1c(=S)[nH]c2cc(Cl)ccc21	-23	11	4	-3	16	-5	8	1
CCCC[C@H]1COCCS(=O)(=O)N1Cc1ccc(F)cc1	-1	-3	3	0	7	12	19	3

# 3 structures from above, ordered by SMILES length, falling:
molecule	Gli-Sufu antag	697 NFkB inh	Jurkat NFkB inh	SENP8 inh	UBC13 inh	Apaf1 inhib	CCR6 antag	EBI2 antag
Cc1nnc(NC(=O)c2cc3n(n2)C(C(F)(F)F)CC(C2CC2)N3)s1 (stereo unspecified)	2	7	1	1	-6	1	-11	1
COc1cccc(CN2CCNC(=O)C2CC(=O)NCCn2cccn2)c1OC (stereo unspecified)	16	-22	0	-2	2	5	-4	-7
CC1CCN(CCCn2c(=S)[nH]c3ccccc3c2=O)CC1	10	10	-7	3	3	-2	-2	-1

# (cont.)
molecule	Gli-Sufu antag	697 NFkB inh	Jurkat NFkB inh	SENP8 inh	UBC13 inh	Apaf1 inhib	CCR6 antag	EBI2 antag
O=C(CCNC(=O)c1ccc(Br)cc1)Nc1cc(Cl)ccc1-n1cncn1	7	-5	6	0	2	1	2	-1
COCCN(CC(=O)Nc1cccc(C)c1C)C(=O)Cc1cccs1	2	-28	-25	10	-8	0	0	-7
O=C(CCN1C(=O)c2ccccc2C1=O)NCc1ccco1	15	29	-6	4	3	-22	-28	-9
Cc1cccc(CNc2ncnc3ccc(-c4ccccc4Cl)cc23)c1	14	-5	18	-11	-10	8	4	-8
CC1=N/C(=C\c2ccc3c(c2)OCO3)C(=O)N1c1ccc(C(=O)O)cc1	2	9	-21	-4	-11	10	11	-10
COC(=O)c1scc2c(Oc3ccccc3)cc(C(F)(F)F)nc12	4	-13	-10	-3	-7	8	-5	·
Cc1ccccc1-c1nc(CN2CCC(C(=O)NC3CCN(Cc4ccccc4)CC3)CC2)c(C)o1	7	15	21	8	19	14	11	-6
CCCN(CC1CC1)C(=O)COC(=O)c1ccc2c(c1)C(=O)N(c1ccc(OCC)cc1)C2=O	-9	2	1	-10	-5	25	6	10
O=C(NCCOc1ccc(Cl)cc1)C1CC(=O)N(c2ccc(F)cc2)C1 (stereo unspecified)	38	-9	9	0	4	7	-8	36
CC12CCC(C(=O)N(CC(=O)O)C1=O)C2(C)C (stereo unspecified)	-3	8	14	-5	1	-3	13	-4
COc1cccc(CN2CC(C(=O)NCc3ncc(C)[nH]3)CCC2=O)c1 (stereo unspecified)	-6	-3	2	-6	1	-4	-5	-1
O=C(NCc1cccc(C(F)(F)F)c1)C1CC(c2cccc(F)c2)=NO1 (stereo unspecified)	-2	-3	14	-6	2	4	10	-6
COc1ccc(C2c3c(ccc4ccccc34)Oc3ncn4nc(Cc5ccccc5)nc4c32)cc1OC (stereo unspecified)	5	2	44	0	1	1	-8	-17
CCCNC(=O)Nc1cccc(NC(C)=O)c1	-1	-2	14	1	5	-12	-8	7
Cc1ccc(C(=O)OCC(=O)N2C(C)CCCC2C)cc1S(=O)(=O)N1CCCCC1 (stereo unspecified)	4	10	-12	-2	-2	10	4	-6

# Copied from the list:
# Jurkat NFkB inh, CC1=N/C(=C\c2ccc3c(c2)OCO3)C(=O)N1c1ccc(C(=O)O)cc1 : -21
# SENP8 inh, COC(=O)c1scc2c(Oc3ccccc3)cc(C(F)(F)F)nc12 : -3
# Jurkat NFkB inh, Cc1cccc(CNc2ncnc3ccc(-c4ccccc4Cl)cc23)c1 : 18
# 697 NFkB inh, Cc1ccc(C(=O)OCC(=O)N2C(C)CCCC2C)cc1S(=O)(=O)N1CCCCC1 (stereo unspecified) : 10
# 697 NFkB inh, Cc1ccccc1-c1nc(CN2CCC(C(=O)NC3CCN(Cc4ccccc4)CC3)CC2)c(C)o1 : 15

# (continued)
molecule	Gli-Sufu antag	697 NFkB inh	Jurkat NFkB inh	SENP8 inh	UBC13 inh	Apaf1 inhib	CCR6 antag	EBI2 antag
CCOc1ccc(Nc2nnc(Cc3ccc(OC)cc3)c(=O)[nH]2)cc1	1	5	-1	3	-8	-17	-1	-6
COc1ccc2nccc(/C=C/c3ccnc4ccc(OC)cc34)c2c1	4	-12	3	-11	38	15	8	38*
COc1ccc(C)cc1NC(=O)C(NC(=O)c1cc(OC)c(OC)c(OC)c1)C(C)C (stereo unspecified)	3	4	20	-8	9	3	17	2
COc1ccc(NC(=O)CCc2nc3ccccc3s2)c(OC)c1	2	-2	-13	-1	1	-3	6	10
Brc1ccc(-c2ncc3ccccn23)cc1	-6	-26	-50	1	19	-14	7	-10
O=C(COc1ccc2ccccc2c1)Nc1cccnc1Cl	-13	4	-5	-4	3	-1	12	13
NC(=O)C1CCN(C(=O)c2ccc3c(=O)n(Cc4cccc(Br)c4)c(=S)[nH]c3c2)CC1	-16	3	-7	3	34	14	20	-5
O=C(O/N=C1\CCS(=O)(=O)c2sccc21)c1ccccc1	0	-26	-7	-30	2	6	1	-2
O=C(/C=C/c1ccccc1Cl)N(c1ccccn1)C1CCCCC1	-3	2	14	-7	5	11	16	3
CC(C)(C)OC(=O)NCCCC1=CC2=CC(=O)C(C)(OC(=O)c3ccco3)C(=O)C2=CO1 (stereo unspecified)	·	20	0	12	-63	18	·	·
CCS(=O)(=O)c1nc(S(=O)(=O)c2ccc(C)cc2)c(N2CC(C)CC(C)C2)s1 (stereo unspecified)	9	-29	-5	4	0	20	16	-8
COc1cc(C2C3=C(CCCC3=O)Nc3[nH]n(-c4ccccc4)c(=O)c32)cc(OC)c1OC (stereo unspecified)	-16	-10	1	-4	-6	5	15	0
Cc1nc2ccc(C(=O)OCc3nnc(-c4ccc(Br)cc4)o3)cc2nc1C	-11	-2	-2	-10	4	-3	-3	-2
CCC(C)(C)NC(=O)C(c1cccn1C)N(C(=O)Cn1nnc2ccccc21)c1ccc(F)cc1 (stereo unspecified)	10	-19	-3	1	2	4	-12	-1
COc1ccc(CN(C)C(=O)c2cc(-c3ccc(C)cc3C)nc3ccccc23)c(OC)c1OC	3	14	6	17	9	18	5	-41
O=C(NCc1cccnc1)c1cccc(OC2CCN(Cc3ccc(CO)o3)CC2)c1	10	-11	-14	-9	-3	4	13	0
COCc1cc(C(C)=O)ccc1OCC(=O)Nc1ccc(NC(C)=O)cc1	5	10	-1	-7	-13	-12	2	-7
CC(=O)c1cccc(NC(=O)CN(C)S(=O)(=O)c2ccc3c(c2)CC(C)N3C(C)=O)c1 (stereo unspecified)	0	10	7	9	3	-7	5	-5
Cc1cc(NC(=O)c2ccc(NC(=O)c3cccs3)cc2)no1	5	-16	-10	2	-12	3	-4	2
COCCCN1C(=O)C(O)=C(C(C)=O)C1c1cccc(F)c1 (stereo unspecified)	-9	7	-4	0	2	-5	6	-6
Cc1ccnc(NC(=O)CSc2ccc3c(c2)OCCO3)c1	-9	-6	-31	-11	1	8	5	-2
O=C(Cc1ccc(Cl)cc1)Nc1ccc(-c2nnc(-c3ccco3)o2)cc1	32	-24	-20	-2	-5	13	10	-3
CCSc1nnc(NC(=O)c2cc(C)nc3ccccc23)s1	-7	-3	15	5	-8	7	10	-4
COc1ccc(CNC(=O)[C@H](Cc2c[nH]c3ccccc23)NC(C)=O)cc1OC	7	5	-5	-17	2	13	11	7
Cc1csc2ncc(C(=O)Nc3ccccc3Cl)c(=O)n12	-35	-76	-74	4	2	-1	-3	13
COCCn1c(CN(Cc2ccccc2)Cc2ccccc2)nc2c1c(=O)n(C)c(=O)n2C	9	-3	-16	-6	3	19	12	9
CC#CCN(Cc1ccco1)C(=O)C1CCC(=O)N(Cc2ccccc2F)C1 (stereo unspecified)	33	-3	-3	4	2	-4	16	7
Cc1ccc(S(=O)(=O)NC2CCCC(C(=O)O)C2)cc1 (stereo unspecified)	1	15	4	-8	9	4	-18	7
O=C(NC1CCCCCCC1)c1cccc(Cl)c1	-26	-34	-44	-11	12	3	6	15
C=CCNc1nc(Nc2ccc(OC)cc2OC)nc(OCC)n1	-1	-7	-4	1	6	10	2	6
CNC(=S)N(Cc1ccco1)Cc1cc2cc(OC)c(OC)cc2[nH]c1=O	-6	20	17	2	-7	-4	-4	3

# Compound activity (PubChem)
